Screening data deposited in PubChem by National Center for Advancing Translational Sciences (NCATS).
Pf growth 48h = Primary qHTS for delayed death inhibitors of the malarial parasite plastid, 48 hour incubation; AID 504832, 2011; actives 5.9% (n = 310,000); Potency, µM (highest dose often 28.7 µM), inactives show at the highest dose activity change, negative = inhibition, actives largely listed as inhibitors; P. falciparum luciferase growth in erythrocytes, 48 h
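Firefly luciferase activity from engineered P. falciparum reports growth; inhibitors lower the luminescent signal. Cultures contained 2% hematocrit erythrocytes at 0.1% final parasitemia.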
Pf growth 96h = Primary qHTS for delayed death inhibitors of the malarial parasite plastid, 96 hour incubation. P. falciparum luciferase reporter growth, 96 h. AID 504834, 2011. actives 6.9% (n = 320,000). Potency, µM (highest dose often 28.7 µM), without a hit: top-dose activity change, negative = inhibition, most hits filed as inhibitors
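Two parasite generations (96 h, 37 C, 5% CO2) of compound exposure in infected erythrocytes (0.05% parasitemia, 2% hematocrit). Luciferase-reporter P. falciparum; decreased luminescence indicates inhibited growth, aimed at apicoplast-acting delayed death.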
HCV inh = qHTS Assay for Inhibitors of Hepatitis C Virus (HCV); actives 3.4% (n = 340,000); Huh7.5.1 HCVcc-Cre infection, luciferase reporter, 44 h; Potency, µM (top dose mostly 41.8 µM), for inactives: at the top dose activity change, negative = inhibition, hits mostly inhibitors; AID 651820, 2012
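After 44 h co-culture of compound, cells and HCVcc-Cre (~0.5 moi), substrate is added for 15 min at room temperature and luciferase measured over 15 sec. Cells were seeded at 1,000/well and pre-cultured 4 h.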
LmPK inhibitor = qHTS Assay for Inhibitors of Leishmania Mexicana Pyruvate Kinase (LmPK); Q27686; purified LmPK, Kinase-Glo ATP luminescence, 1 h; Potency, µM (titrated, usually from 57.5 µM), inactives show at the top dose activity change, negative = inhibition, hits mostly inhibitors; actives 0.37% (n = 290,000)
Target sequence (Q27686 whole entry, looked up): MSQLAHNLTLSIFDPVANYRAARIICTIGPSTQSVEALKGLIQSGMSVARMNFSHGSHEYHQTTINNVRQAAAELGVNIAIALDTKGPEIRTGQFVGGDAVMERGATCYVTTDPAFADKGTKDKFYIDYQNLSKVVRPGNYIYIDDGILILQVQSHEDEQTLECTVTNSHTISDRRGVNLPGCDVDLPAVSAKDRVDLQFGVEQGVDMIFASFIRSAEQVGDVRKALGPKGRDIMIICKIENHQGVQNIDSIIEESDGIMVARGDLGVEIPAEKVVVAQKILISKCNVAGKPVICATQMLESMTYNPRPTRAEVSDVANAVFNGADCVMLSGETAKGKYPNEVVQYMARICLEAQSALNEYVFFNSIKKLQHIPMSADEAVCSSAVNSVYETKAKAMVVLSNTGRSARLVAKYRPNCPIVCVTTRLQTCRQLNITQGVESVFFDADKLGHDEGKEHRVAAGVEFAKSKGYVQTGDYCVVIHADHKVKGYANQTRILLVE
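ATP generated from ADP (0.1 mM) and PEP (0.5 mM) by 0.1 nM LmPK over 1 h at room temperature (pH 7.2 imidazole buffer) was detected by coupled luciferase luminescence. Values were normalized to uninhibited and no-enzyme wells.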
TbPYK inhibitor = qHTS of Trypanosoma Brucei Inhibitors | Potency, µM (series often up to 76.8 µM), for the others: at the top dose activity, negative = inhibition, actives largely listed as inhibitors | actives 0.12% (n = 410,000) | pyruvate kinase (Trypanosoma brucei), Q57TT1 | AID 624173, 2012 | TbPYK enzyme, Kinase-Glo Plus ATP luminescence, 45 min; also: nearly all actives have a fitted effect of over 50% in size
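TbPYK + substrate in 50 mM TEA pH 7.2, 100 mM KCl, 10 mM MgCl2, 0.05% BSA, 0.01% Tween-20; cpd pinned; ADP 130 uM final; 45 min RT; Kinase-Glo Plus 10 min; luminescence endpoint.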
Sm TGR block = qHTS Assay for the Inhibitors of Schistosoma Mansoni Peroxiredoxins; AID 485364, 2010; Potency, µM (titrated, usually from 114 µM), for the others: top-dose activity change, negative = inhibition, most hits filed as inhibitors; actives 3% (n = 360,000); Schistosoma mansoni thioredoxin glutathione reductase (TGR), Q962Y6; purified TGR, DTNB reduction, TNB absorbance 405 nm; also: nearly all actives have a fitted effect of over 60% in size
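TGR 20 nM + NADPH 100 uM (dispensed conc.), cpd preinc 15 min RT; start with NADPH (500 uM addition) then DTNB (15 mM addition). Kinetic TNB absorbance, 405 nm filter. Four-parameter Hill fit across titration.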
An asterisk follows results filed as active; ? = inconclusive; · = not tested or not shown; & = joins results of further samples; [ ] = remark or other dose. Calls follow the shape of the dose curve; as a rule, active = well fitted curve in the direction sought with a large enough effect; inconclusive = small, poorly fitted or top-dose-only effect, or another doubt; inactive = no such curve, though single readings can be large; an effect the other way counts as inactive or inconclusive. % is scaled to controls: 0 for no effect and ±100 for the full control effect; potency is read from the fitted curve at half-maximal effect.

Structure	Pf growth 48h	Pf growth 96h	HCV inh	LmPK inhibitor	TbPYK inhibitor	Sm TGR block
O=c1/c(=C/c2ccco2)sc2n1CN(c1ccccc1)CN=2	·	-20%	2%	5%	2%	-27%
O=C(NC1CC1)C1CCN(S(=O)(=O)c2cc([N+](=O)[O-])ccc2Cl)CC1	?	?	10%	·	-8%	?
O=C(CS(=O)(=O)Cc1ccccc1)Nc1ccc(S(=O)(=O)N2CCOCC2)cc1	-10%	-26%	5%	0%	-11%	2%
Nc1ccc(O)c2c1C(=O)c1ccccc1C2=O	101%[activator]	127%[activator]	5µM*	-29%	-21%	-6%
CC[n+]1c(C)sc2sc3ccccc3c21	1.9µM*	?	·	2.8µM*	·	-24%
CCOc1ccc2c(=O)c(Oc3ccccc3)c(C)oc2c1	?	25%	-26%	-1%	0%	7%
CC(=O)N(Cc1c(C)nn(-c2ccccc2)c1Cl)c1ccc(Cl)cc1	?	?	?	5%	0%	2%
O=C(Cc1coc2cc3c(cc12)CCC3)OCc1cc(=O)n2c(n1)sc1ccccc12	26%	·	-12%	6%	2%	-14%
O=C(NCc1ccncc1)C(=O)N/N=C/c1cccnc1	-2%	48%[activator]	9%	-12%	0%	-4%
CC1CCCN(S(=O)(=O)c2ccc(N(C(=O)c3cnccn3)C(C(=O)NC3CCCCC3)c3cccs3)cc2)C1 (centres undefined)	12µM*	86%[activator]	11%	6%	-1%	-8%

(list continues)
Structure	Pf growth 48h	Pf growth 96h	HCV inh	LmPK inhibitor	TbPYK inhibitor	Sm TGR block
COc1ccccc1C(=O)NCCN1CCN(c2ccccc2)CC1	47%[activator]	?	0%	5%	-7%	-5%
COc1ccccc1C(C)NC(=O)c1cc(S(=O)(=O)N2CCCCC2)ccc1C (centres undefined)	?	?	-19%	·	-6%	1%
Cc1cc(=O)[nH]c(SCc2nc3ncccn3c2Br)n1	-2%	?	21%	1%	-5%	3%
COCCCNC(=O)c1ccc(-n2nc(C(F)(F)F)cc2-c2cccs2)cc1	12µM*	·	7%	1%	-7%	-1%
COc1ccccc1NC(=O)c1cc(S(=O)(=O)NC2CCCC2)ccc1F	4%	-15%	-9%	-1%	-2%	-19%
CCOc1ccc(NC(=O)NCCCCc2ccccc2)cc1	4%	4%	-12%	-20%	-4%	-6%
Cn1c(Cc2ccccc2)nnc1SCC(=O)Nc1ccccc1N1CCOCC1	-13%	16%	7%	2%	-4%	11%
O=C(CCc1ccccc1Cl)Nc1cccc(S(=O)(=O)N2CCCC2)c1	?	?	?	-10%	-3%	0%
COCCN(C(=O)C1CC1)c1nnc(-c2cccc(C)c2)s1	11%	-15%	-5%	0%	2%	-1%
O=C(CCS(=O)(=O)c1cccc2nonc12)N1CCCc2ccccc21	-2%	?	1%	-1%	2%	35µM*

A second format for part of the listing above:
Every second line gives: Pf growth 48h	Pf growth 96h	HCV inh	LmPK inhibitor	TbPYK inhibitor	Sm TGR block
O=C(CS(=O)(=O)Cc1ccccc1)Nc1ccc(S(=O)(=O)N2CCOCC2)cc1
    -10%	-26%	5%	0%	-11%	2%
COc1ccccc1NC(=O)c1cc(S(=O)(=O)NC2CCCC2)ccc1F
    4%	-15%	-9%	-1%	-2%	-19%
CCOc1ccc2c(=O)c(Oc3ccccc3)c(C)oc2c1
    ?	25%	-26%	-1%	0%	7%

(more compounds)
Structure	Pf growth 48h	Pf growth 96h	HCV inh	LmPK inhibitor	TbPYK inhibitor	Sm TGR block
CCOC(=O)Cc1csc(SCC(=O)Nc2cccc(C#N)c2)n1	-5%	?	-1%	-1%	6%	-4%
CC(C)OCCCNc1ncnc2c1nc1n2CCCC1	20%	33%[activator]	12%	3%	4%	3%
O=C(NCCS(=O)(=O)N1CCN(c2ccccc2F)CC1)c1ccc(F)c(F)c1	?	32%[activator]	16%	·	0%	4%
Cc1nn(-c2ccccc2)c(Cl)c1C(=O)N1CCN(C)CC1	6%	12%	10%	-5%	4%	10%
COc1ccccc1-c1nnc(NC(=O)C(C)SC2=NCCS2)s1 (centres undefined)	·	?	-21%	15%	-1%	-13%
CN1CCN(c2nc3c(c(=O)n(C)c(=O)n3C)n2Cc2ccccc2Cl)CC1	-5%	-13%	-2%	3%	3%	-1%
COc1cc(/C=N/NS(=O)(=O)c2ccc(Br)cc2)ccc1O	40%	?	7%	1%	-4%	-36%
CCOC(=O)c1c(CN2CCCCC2)oc2ccc(OC)cc12	4%&7%	?	-17%&3%	-5%&-1%	-11%&5%	16%&-14%
NS(=O)(=O)c1ccc(C(=O)O)cc1	-2%&-10%	-6%&-102%	-62%	1%	-4%&5%	-3%
COCCn1c(SC(C(=O)Nc2cc(C)ccc2OC)c2ccccc2)nnc1-c1ccc(Cl)cc1 (centres undefined)	13µM*	9.3µM*	9%	0%	-3%	2%

(listing goes on)
Structure	Pf growth 48h	Pf growth 96h	HCV inh	LmPK inhibitor	TbPYK inhibitor	Sm TGR block
Cc1cccc(NC(=O)COc2ccc(Br)cc2C)n1	161%[activator]	?	?	1%	-9%	11%
COc1ccc(-c2c(-c3cc(OC)cc(OC)c3)n(C)c3ccc(-c4ccc(S(N)(=O)=O)cc4)cc23)cc1	13µM*	?	10µM*	·	-4%	-7%
COc1ccc(N2CCN(C3CCCN(Cc4ccccc4OCCO)C3)CC2)cc1 (centres undefined)	22%	-18%	?	4%	2%	0%
Cc1ccc(NS(=O)(=O)c2ccc(C)c(C(=O)N3CCOCC3)c2)cc1	-12%	?	4%	1%	-1%	-5%
CNc1nc(NC)nc(-n2c(C(F)(F)F)nc3ccccc32)n1	-4%	12%	?	-1%	-1%	6%
C=CCn1c(-c2cccnc2Cl)nc2ccccc21	?	2%	2%	-15%	-2%	6%
O=S(=O)(NCc1ccccc1)c1cccc(S(=O)(=O)N2CCOCC2)c1	·	0.059µM*	-2%	1%	-8%	7%
O=C1CSC(=S)N1Cc1cccnc1	-30%	18%	?	0%	-1%	-23%
CCCOc1ccc(NC(=O)C2CC(=O)N(C)C(=Nc3cccc(OC)c3)S2)cc1 (centres undefined)	?	?	-4%	5%	-8%	-5%
COc1ccccc1C(=O)Nc1ccc(S(=O)(=O)N2CCCC2)cc1	-27%	82%[activator]	-4%	-7%	3%	10%

New compounds follow
structure	Pf growth 48h	Pf growth 96h	HCV inh	LmPK inhibitor	TbPYK inhibitor	Sm TGR block
CCCC(=O)c1ccc(N2CCN(C(=O)c3cccs3)CC2)c(F)c1	0%	-5%	-6%	-3%	3%	13%
CC1CN(C(=O)C2CCCN2S(=O)(=O)c2ccc(Cl)cc2)CC(C)O1 (centres undefined)	14%	206%[activator]	1%	5%	-4%	-18%
N[C@@H](CO)c1cn([C@@H](Cc2cc3ccccc3[nH]2)C(=O)N2CCNCC2)nn1	53%[activator]	64%[activator]	30%[activator]	-3%	3%	-20%
O=C(CN1CCC(n2nnc3cc(C(F)(F)F)ccc32)CC1)NNC(=O)c1ccco1	1%	?	11%	0%	2%	4%
O=C(Nc1ccccc1)C1CCN(S(=O)(=O)c2ccc3c(c2)OCCO3)CC1	?	?	?	·	3%	-2%
COc1ccccc1C(c1nnnn1Cc1ccco1)N1CCN(c2cccc(C)c2C)CC1 (centres undefined)	3.3µM*	?	13µM*	5%	-1%	-13%
O=c1oc(Nc2ccc(F)cc2)nc2ccccc12	15%	?	-7%	-1%	-19%	14%
CCOc1ccc(NC(=O)CN2CCN(CC(=O)Nc3ccc(C(=O)OC)cc3)CC2)cc1	?	·	4%	2%	-3%	-31%

(next part)
structure	Pf growth 48h	Pf growth 96h	HCV inh	LmPK inhibitor	TbPYK inhibitor	Sm TGR block
O=S1(=O)C[C@@H](N2CCOCC2)[C@H](N2CCOCC2)C1	-26%	-2%	1%	6%	0%	5%
O=C(NCc1ccc(Cl)cc1)c1ccc(CNc2c(N3CCOCC3)c(=O)c2=O)cc1	-22%	?	3%	2%	-10%	4%
CN(C/C(O)=C(\C#N)c1ccccc1)C1CCCCC1	20%	-3%	10%	-1%	-1%	-22%
COc1ccccc1OCC(=O)Nc1nc(C)c(C)s1	174%[activator]	?	?	-2%	-6%	-20%
Cc1nc2sc3c(c2c(=O)o1)CCCC3	22%	2.1µM*	12%	-3%	-6%	-18%
CCOC(=O)C1=C(C)NC(=O)NC1c1ccccc1Cl (centres undefined)	-7%	21%	1%	4%	2%	69%[activator]
Cc1cc([N+](=O)[O-])nn1Cc1noc(C(=O)NCc2ccc3c(c2)OCO3)n1	21%	42%[activator]	8%	2%	5%	6%
CC(=O)Nc1ccc(S(=O)(=O)N2CCC(NC(=O)C(Cc3ccccc3F)NC(C)=O)CC2)cc1 (centres undefined)	-4%	-10%	-1%	1%	0%	-5%

Entries of single compounds, quoted from the list. Order of values: Pf growth 48h | Pf growth 96h | HCV inh | LmPK inhibitor | TbPYK inhibitor | Sm TGR block
CC(=O)Nc1ccc(S(=O)(=O)N2CCC(NC(=O)C(Cc3ccccc3F)NC(C)=O)CC2)cc1 (centres undefined) is listed as -4% | -10% | -1% | 1% | 0% | -5%
O=S1(=O)C[C@@H](N2CCOCC2)[C@H](N2CCOCC2)C1 is listed as -26% | -2% | 1% | 6% | 0% | 5%

An excerpt from above in order of number of heavy atoms, low to high:
structure	Pf growth 48h	Pf growth 96h	HCV inh	LmPK inhibitor	TbPYK inhibitor	Sm TGR block
Cc1nc2sc3c(c2c(=O)o1)CCCC3	22%	2.1µM*	12%	-3%	-6%	-18%
CCOC(=O)C1=C(C)NC(=O)NC1c1ccccc1Cl (centres undefined)	-7%	21%	1%	4%	2%	69%[activator]
O=C(NCc1ccc(Cl)cc1)c1ccc(CNc2c(N3CCOCC3)c(=O)c2=O)cc1	-22%	?	3%	2%	-10%	4%

Carrying on.
structure	Pf growth 48h	Pf growth 96h	HCV inh	LmPK inhibitor	TbPYK inhibitor	Sm TGR block
O=C(NCCc1ccccc1)C1CCN(C(=O)NCc2ccccc2)CC1	-14%	?	3%	-8%	-5%	-4%
CCOC(=O)c1c(NC(=O)CN2C(=O)NC3(CCCCCC3)C2=O)sc(C)c1-c1ccc(C)cc1	?	?	-13%	2%	-7%	10%
O=C(c1ccsc1)N1CCCC(N2CCOCC2)C1 (centres undefined)	-15%	-9%	17%	6%	2%	-11%
C/C(=N\NC(=O)Cn1ccc(C(F)(F)F)n1)c1ccc2c(c1)OCO2	34%[activator]	30%	-20%	1%	-4%	-7%
CCOc1c(Br)cc(/C=C2/SC(=O)N(CC(=O)N3CCCC3)C2=O)cc1OC	0%	19%	9%	2%	-4%	-1%
CCCOc1ccc(-c2c(C(=O)N/N=C/C3CCCCC3)nnn2-c2nonc2N)cc1	13%	?	-7%	6%	5%	-6%
CCn1c(SCC(=O)Nc2ccccc2C)nnc1-c1ccccc1O	?	·	2%	-1%	0%	2%
Cc1ccc(S(=O)(=O)N(CC(=O)Nc2ccccc2C(=O)O)c2cccc(Cl)c2C)cc1	-19%	-26%	23%	9%	-10%	-3%
